# Bioassay records (PubChem BioAssay)
# UTI89 phage lysis: protection from phage-mediated lysis, alamar blue read-out – E. coli UTI89, K1F phage, bacterial capsule biogenesis inhibitors (AID 488966); E. coli UTI89 K1F phage lysis, alamar blue, 2 h; higher % means a stronger effect; inhibition, % at 100 µM, or IC50 in µM where a hit was titrated; 0.02% of 340,000 active;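 active = phage lysis inhibition, versus mean bacterial control, above a set limit; inconclusive = no clear call, values can overlap the other calls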;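 also: capsule biogenesis inhibitors block K1F phage lysis so surviving cells raise fluorescence; higher fluorescence means more inhibition of phage lysis; actives were called in the ten point dose series up to 300 µM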
# Large T inhibition: SV40 large T antigen inhibitors, biochemical (AID 1903); inhibition, % at 20 µM, or IC50 in µM where a hit was titrated; 0.39% of 310,000 active; SV40 large T antigen ATPase/helicase inhibition assay; higher % means a stronger effect; in the data active = a potency from the dose series; inconclusive = inhibition mostly from about 32% at the one dose, without a potency; inactive = the rest, 99 in 100 with inhibition below about 32%; also: strong numbers were not always called active
# Dengue-2 NS5 capping: flavivirus cap methylation enzyme inhibition – biochemical, confirmation dose response, primary screen (AID 588689); Dengue-2 NS5 methyltransferase capping enzyme assay, biochemical; higher % means a stronger effect; one-dose inhibition, % at 25 µM; IC50 in µM for titrated hits; 0.3% of 340,000 active; in the data active = a potency from the dose series; inconclusive = inhibition above about 29% without an active follow-up result
# GPR55 LPI antagonism: GPR55 antagonists blocking LPI-driven arrestin recruitment, primary screen, imaging, U2OS, beta-arrestin-GFP, LPI agonist (AID 2013); inhibition, % at 10 µM; hits with a dose series show IC50 in µM; 0.13% of 290,000 active; U2OS GPR55 beta-arrestin-GFP translocation imaging, LPI antagonism; higher % means a stronger effect;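 active = spots per cell inhibited over 60%, with over 100 cells counted and total cytoplasm intensity under 500,000; inconclusive = wells with under 100 cells, flagged as likely toxic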;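 also: U2OS cells stably carrying GPR55 and arrestin-GFP stimulated by 5 µM LPI near EC80; imaged beta-arrestin-GFP aggregate spots per cell after agonist stimulation; plate controls were LPI-stimulated DMSO wells for no effect and DMSO wells without LPI for full effect; some results filed as inactive read as strong as hits; confirmed hits need IC50 under 10 µM and bright autofluorescent wells are also inconclusive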
# PhoP inhibition: PhoP-dependent GFP reporter repression – Salmonella Typhimurium, primary screen (AID 1863) | S. Typhimurium PhoP-regulated promoter GFP reporter, 4 h; higher % means a stronger effect | inhibition, % at 50 µM, or IC50 in µM where a hit was titrated | 0.16% of 300,000 active;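 active = inhibition over 29.93%, a cutoff 3 SD above the screen mean, later confirmed by dose response; inconclusive = inhibition over 29.93% but no dose response follow-up; inactive = inhibition at most 29.93% or unconfirmed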;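 also: 0% = low Mg2+ inducing control and 100% = high Mg2+ repressing control; strong numbers were not always called active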
# Rac1 GTP hydrolysis: MgcRacGAP GTPase-activating activity inhibitors, confirmation, biochemical, ADP Hunter fluorescence; MgcRacGAP-stimulated Rac1 GTP hydrolysis, ADP Hunter fluorescence; higher % means a stronger effect; GST-tagged Rac1 F28L mutant substrate; inhibition, % at 30 µM, or IC50 in µM where a hit was titrated; AID 624330; 0.6% of 340,000 active;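 active = first-screen hits whose inhibition reached a set limit at any dose in the follow-up dose series; inconclusive = inhibition above the set first-screen limit but never retested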;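 also: fluorescence reports GDP produced by GAP-driven GTP hydrolysis; strong numbers were not always called active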
# GPR35 arrestin U2OS: GPR35 antagonists blocking zaprinast-driven arrestin recruitment, primary screen, imaging, U2OS, beta-arrestin-GFP, zaprinast agonist (AID 2058). U2OS GPR35 beta-arrestin-GFP translocation imaging, zaprinast antagonism; higher % means a stronger effect. 0.052% of 290,000 active. inhibition, % at 10 µM; hits with a dose series show IC50 in µM;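 active = inhibition of at least 50% with at least 30 cells and total cytoplasm GFP at most 10,000,000; inconclusive = under 30 cells or total GFP of 10,000,000 plus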
# RSV antiviral HEp-2: inhibition of RSV-induced cytopathic effect – HEp-2 cells, primary 10 µM value included (AID 2391); 0.13% of 310,000 active; one-dose CPE inhibition, % at 10 µM; IC50 in µM for titrated hits; HEp-2 cells, RSV-induced CPE inhibition; higher % means a stronger effect; in the data active = a potency from the dose series; inconclusive = CPE inhibition mostly from about 23% at the one dose, without a potency; inactive = the rest, 99 in 100 with CPE inhibition below about 21%; also: strong numbers were not always called active
# HIV peptide binding: inhibitors of HIV fusion peptide binding, primary screen, biochemical, uHTS, fluorescence dequenching (AID 1986); cell-free peptide binding, fluorescence dequenching, 30 min; higher % means a stronger effect; inhibition, % at 20 µM, or IC50 in µM where a hit was titrated; 0.3% of 290,000 active; in the data active = inhibition mostly above about 52%, no sharp cut-off; inactive = mostly below about 76%; also: some results filed as inactive read as strong as hits
# Active calls of the source: *; ? = inconclusive; / = not tested or not shown; [ ] = remark or other dose. No enrichment for hits (roughly 1.5% active in at least one column).
# The first 3 entries as a preview:
mol,Dengue-2 NS5 capping,RSV antiviral HEp-2,HIV peptide binding,UTI89 phage lysis,PhoP inhibition,Rac1 GTP hydrolysis,GPR35 arrestin U2OS,Large T inhibition,GPR55 LPI antagonism
Cc1ccc(NC(=O)COC(=O)CCNS(=O)(=O)c2ccc(C)c(C)c2)cc1,-1%,0.9%,-1.8%,0.3%,6%,-1%,5%,8%,19%
O=C1Nc2ccccc2C12OCC(COc1ccc(Cl)cc1)O2 (centres undefined),-6%,21%,0.6%,-0.2%,6%,5%,23%,3%,12%
COC(=O)c1c(NC(=O)c2ccc(C)o2)sc2c1CCCCC2,-4%,/,0.3%,0.6%,3%,5%,-1%,-2%,11%

# The list itself, previewed entries included:
mol,Dengue-2 NS5 capping,RSV antiviral HEp-2,HIV peptide binding,UTI89 phage lysis,PhoP inhibition,Rac1 GTP hydrolysis,GPR35 arrestin U2OS,Large T inhibition,GPR55 LPI antagonism
Cc1ccc(NC(=O)COC(=O)CCNS(=O)(=O)c2ccc(C)c(C)c2)cc1,-1%,0.9%,-1.8%,0.3%,6%,-1%,5%,8%,19%
O=C1Nc2ccccc2C12OCC(COc1ccc(Cl)cc1)O2 (centres undefined),-6%,21%,0.6%,-0.2%,6%,5%,23%,3%,12%
COC(=O)c1c(NC(=O)c2ccc(C)o2)sc2c1CCCCC2,-4%,/,0.3%,0.6%,3%,5%,-1%,-2%,11%
CCC(CC)c1nnc(NC(=O)CCCN2C(=O)c3ccccc3C2=O)s1,-2%,0.7%,-0.9%,-1.4%,-4%,-8%,1%,4%,-2%
CCC(C)N1C(=O)CN(C2CCCCCC2)C(=O)C1c1ccccc1F (centres undefined),-2%,-1.8%,-0.7%,0.0%,4%,1%,7%,-8%,-5%
CCc1ccc(CNC(=O)CN2C(=O)COc3ccccc32)cc1,-3%,0.0%,-1.9%,2.2%,-1%,-3%,-6%,-2%,0%
COc1ccc(Cl)cc1NC(=O)Nc1ccc(C(=O)N2CCOCC2)cc1,4%,5.3%,0.7%,0.0%,-3%,9%,-15%,6%,10%
Cc1ccc(C)c(NC(=O)C(Sc2nncn2C)c2ccccc2)c1 (centres undefined),-4%,0.3%,-3.1%,5.3%,4%,4%,7%,4%,-1%
O=c1c2ccccc2nc2n1CC/C2=C\N1CCN(c2ccc([N+](=O)[O-])cc2)CC1,-2%,-2.1%,/,0.7%[50 µM],/,-2%,/,8%,/
CCOC(=O)C1CCCN(C2=NC(=O)/C(=C/c3ccc(OC)cc3OC)S2)C1 (centres undefined),-13%,3.4%,0.8%,-1.2%[50 µM],4%,/,-2%,3%,6%
O=C(CCc1ccccc1)Nc1ccccc1C(=O)NCc1ccco1,-5%,?,0.1%,0.1%,7%,9%,-18%,18%,6%
CCOC(=O)/C(C#N)=C/Nc1ccccc1OC(F)(F)F,/,4.5%,-1.2%,/,3%,/,-15%,2%,0%
O=C(COC(=O)c1ccc2c(c1)OCCO2)NC1CCCCC1,-4%,0.0%,/,-0.5%,/,9%,/,/,/
Cc1ccc2[nH]cc(C(=O)CN3CCN(c4ccccn4)CC3)c2c1,/,2.4%,-0.4%,0.0%,-7%,16%,1%,4%,-1%
Cc1cc(C(=O)N/N=C/c2ccc(N3CCOCC3)cc2)c(C)o1,-10%,5.6%,-1.2%,-0.5%,-1%,2%,6%,4%,-1%
CC(C)(C)c1cccc(Oc2nn[nH]n2)c1,-6%,2.7%,4.1%,0.0%,-10%,2%,13%,7%,7%
CCCCOc1ccc(/C=C/C2=CC(C)(C)NC(=S)N2)cc1OCC,4%,1.7%,-2.7%,0.0%,6%,11%,8%,-1%,1%
CCOC(=O)C1CCN(C(=O)CN2C(=O)CSc3ccc(S(=O)(=O)N4CCOCC4)cc32)CC1,0%,1.1%,1.1%,0.4%,-2%,14%,-9%,6%,16%
CCO/N=C(\C)c1c(O)c2ccccc2n(C)c1=O,0%,0.8%,-1.4%,2.7%[50 µM],-4%,3%,14%,23%,5%
CCOC(=O)C(NC(=O)CCl)(Nc1sc(C)c(CC)c1C#N)C(F)(F)F (centres undefined),-4%,10%,-0.3%,0.5%[50 µM],-5%,0%,-4%,27%,7%
CCOc1ccc(-c2[nH]ncc2Oc2ccccc2OC)c(O)c1,2%,6.8%,-0.8%,-0.7%,12%,11%,-3%,1%,-4%
COc1ccc(NC(=O)CS(=O)CC(=O)NCC2OCCc3ccccc32)cc1 (centres undefined),-5%,0.4%,0.3%,-0.7%,-8%,3%,4%,13%,2%
COc1cc(OC)c(C2=NOC(C(=O)O)C2)cc1Cl (centres undefined),-3%,0.5%,0.2%,4.8%,-2%,5%,-6%,4%,14%
CCCCOc1ccc(CSc2n[nH]c(C)n2)cc1,0%,0.3%,-2.4%,3.7%,13%,10%,1%,9%,-4%
COc1cc(-c2nnc(CSc3nnc4nc(C)cc(C)n34)o2)cc(OC)c1OC,-7%,2.3%,1.3%,2.3%,7%,4%,14%,2%,-15%
COc1ccc(Nc2ccc(C(N)=O)cc2[N+](=O)[O-])cc1,-2%,3.1%,-2.0%,0.6%,-5%,2%,0%,16%,8%
O=C(COC(=O)CNS(=O)(=O)c1ccc(Br)cc1Cl)NC1CCCC1,-1%,-1.2%,/,0.7%[50 µM],5%,10%,/,-1%,/
O=C(NC1CCCCC1)C(c1ccco1)N(Cc1cccs1)C(=O)Cn1nnc2ccccc21 (centres undefined),-15%,-1.1%,6.4%,4.0%,/,1%,21%,/,-5%
CCCCCn1ccc(=O)c2c(C(F)(F)F)nccc21,2%,3.7%,-2.0%,0.4%,6%,3%,-22%,7%,4%
CC(C)NS(=O)(=O)c1ccc(NC(=O)C(C)OC(=O)CCC2CCCC2)cc1 (centres undefined),4%,2.1%,/,-1.3%[50 µM],/,4%,/,/,/

# A portion taken from the entries so far:
mol,Dengue-2 NS5 capping,RSV antiviral HEp-2,HIV peptide binding,UTI89 phage lysis,PhoP inhibition,Rac1 GTP hydrolysis,GPR35 arrestin U2OS,Large T inhibition,GPR55 LPI antagonism
CCCCCn1ccc(=O)c2c(C(F)(F)F)nccc21,2%,3.7%,-2.0%,0.4%,6%,3%,-22%,7%,4%
CC(C)NS(=O)(=O)c1ccc(NC(=O)C(C)OC(=O)CCC2CCCC2)cc1 (centres undefined),4%,2.1%,/,-1.3%[50 µM],/,4%,/,/,/

# Other entries follow:
mol,Dengue-2 NS5 capping,RSV antiviral HEp-2,HIV peptide binding,UTI89 phage lysis,PhoP inhibition,Rac1 GTP hydrolysis,GPR35 arrestin U2OS,Large T inhibition,GPR55 LPI antagonism
Cc1ccc(OCC(=O)Nc2ccc(NC(=O)c3ccco3)cc2)c(C)c1,-4%,5.7%,-0.2%,0.0%,6%,7%,8%,0%,-9%
COc1ccc(OC)c(C2=NO[C@@H]3C(=O)N(c4cc(Cl)ccc4OC)C(=O)[C@H]23)c1,2%,1.6%,3.2%,1.2%,1%,5%,-2%,10%,-6%
N#CCC(=O)Nc1ccc(C(=O)OCC(=O)NNC(=O)c2ccc(Cl)cc2)cc1,-3%,-1.4%,/,1.0%[50 µM],-11%,14%,/,16%,/
COc1ccc(-n2c(=O)cc(N3CCN(Cc4ccccc4)CC3)[nH]c2=O)cc1,-6%,0.6%,0.8%,-1.1%,14%,8%,-4%,11%,3%
Cc1ccccc1NC(=O)COC(=O)C1(C)CC1(Cl)Cl (centres undefined),-11%,2.2%,-0.5%,-0.1%,-3%,4%,-8%,-7%,-5%
CC1CN(C(=O)COc2ccc3c(-c4ccccc4)cc(=O)oc3c2)CC(C)O1 (centres undefined),4%,1.7%,/,0.2%[50 µM],/,5%,/,/,/
COc1ccccc1N(CC(=O)N/N=C/c1ccc(SC)cc1)S(C)(=O)=O,-2%,2.8%,-2.7%,0.8%[50 µM],1%,3%,7%,2%,6%
CC1CCc2c(sc(/N=C/c3ccco3)c2C(N)=O)C1 (centres undefined),0%,0.9%,0.1%,0.5%,-4%,11%,-8%,10%,-3%
CCOc1cc(/C=N/NC(=O)COc2ccccc2C)ccc1OC(=O)c1cccs1,-7%,6.1%,1.8%,0.2%,-12%,4%,6%,-2%,6%
CC(=O)Nc1ccc(NC(=O)CCCc2c[nH]c3ccccc23)cc1,-4%,0.1%,-0.8%,3.2%,9%,4%,6%,20%,-3%
CCC(C)(C)c1ccc(Oc2cccc(C(=O)O)c2)cc1,15%,3.2%,29%,-0.1%,3%,11%,-5%,20%,11%
O=[N+]([O-])c1ccc(Cl)cc1Sc1ccccn1,-4%,1.3%,0.9%,1.3%,7%,10%,2%,13%,9%
COC(=O)c1cn(C)c2ccc(S(=O)(=O)N3CCOCC3)cc2c1=O,-2%,1.8%,0.5%,-0.5%,8%,-5%,-12%,5%,-11%
O=C(CN1N=C(c2ccc(Cl)cc2)CCC1=O)NCc1cccs1,/,1.1%,-1.3%,/,-1%,/,-7%,10%,-1%
CCOC(=O)c1c(C)n(C)c2ccc(OCC(O)CN3CCN(C)CC3)cc12 (centres undefined),-2%,-0.4%,4.1%,-4.5%,-1%,13%,11%,3%,-14%
O=C(CN(C1CCCCC1)S(=O)(=O)c1ccc(Cl)cc1)NCc1cccnc1,-4%,0.0%,-2.0%,-0.5%,5%,-1%,-2%,6%,-3%
Cc1ccc(C)c2[nH]c(=O)c(CN(CC3CCCO3)C(=S)NCc3ccco3)cc12 (centres undefined),-9%,3.2%,0.8%,0.2%,-2%,13%,-8%,21%,6%
CC(C)(C)c1ccc(C(=O)NCC(=O)OCc2ccc([N+](=O)[O-])cc2)cc1,-4%,1.9%,0.5%,2.2%,-1%,-3%,0%,-1%,2%
C#CCOc1c(Cl)cc(/C=N/NC(N)=S)cc1OCC,-8%,11%,2.7%,-0.3%[50 µM],0%,1%,-3%,1%,2%
Cc1ccc(S(=O)(=O)C(C)C(=O)c2ccc3c(c2)OCCO3)cc1 (centres undefined),-10%,0.2%,-1.4%,-2.6%,5%,9%,0%,10%,8%
CCOC(=O)c1cc(C#N)c(N2CCCC2)nc1-c1ccccc1,-3%,5.5%,-1.9%,0.5%,-3%,4%,15%,20%,18%
Cc1cc(NCc2ccccc2)nc2ccccc12,2%,-0.9%,4.5%,0.1%,5%,9%,6%,24%,12%
Cc1ccc(C2(CCNCc3ccco3)CCOC(C(C)C)C2)cc1 (centres undefined),-2%,-2.6%,-1.1%,-0.7%[50 µM],-7%,13%,-9%,54%,15%
